V1aR counter = agonists of human V1a receptor, primary screen, counter-screen for OXTR agonist project, fluorescence, CHO-V1R cells | Vasopressin V1a receptor (Homo sapiens), P37288 | Fluo-8 calcium fluorescence, agonist mode; 0% DMSO, 100% 3 nM vasopressin | activation, % at 3 µM | actives 0.25% (n = 320,000) | AID 2797, 2010;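 active = activation above the mean activation of all tested compounds plus 3 SD, per screening run, cut at about 20% in these data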;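 note: signal is peak over basal fluorescence ratio across a 100 second FLIPR read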
M1 PAM = human M1 muscarinic receptor positive allosteric modulators, primary screen, CHO-K1 cells, Fluo-8 calcium fluorescence, 1536-well | CHO-K1 hM1, ACh EC20; 0% = ACh EC20, 100% = maximal ACh | activation, % at 3 µM | actives 0.088% (n = 360,000) | AID 588819, 2011; in the data active = activation above about 19%, passing the limit was not always enough
TAAR1 agonist = human TAAR1 agonists, primary screen, Fluo-8 calcium fluorescence, CHO RD-HGA16 cells. Trace amine-associated receptor 1 (Homo sapiens), Q96RJ0. vehicle wells 0%, saturating PEA agonist 100%. activation, % at 3 µM. actives 0.99% (n = 360,000). AID 624467, 2012;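 active = activation above the mean activation of all test compounds in the run plus 3 SD, cut at about 38% in these data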
Target sequence (Q96RJ0 whole entry, looked up): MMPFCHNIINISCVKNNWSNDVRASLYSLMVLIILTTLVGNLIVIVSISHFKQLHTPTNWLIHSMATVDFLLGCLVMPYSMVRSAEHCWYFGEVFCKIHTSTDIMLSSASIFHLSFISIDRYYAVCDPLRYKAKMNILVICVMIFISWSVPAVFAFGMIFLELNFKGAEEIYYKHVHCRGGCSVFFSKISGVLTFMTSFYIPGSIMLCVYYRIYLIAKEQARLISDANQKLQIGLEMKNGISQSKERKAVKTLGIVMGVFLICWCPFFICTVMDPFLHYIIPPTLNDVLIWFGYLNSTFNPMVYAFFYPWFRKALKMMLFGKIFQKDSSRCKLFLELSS
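test system = CHO RD-HGA16 cells carrying human TAAR1 plus Gα16 | schedule = 17-24 h seeding, 75 min 37 °C dye, 30 min RT | compound dosing = 3 µM single concentration | control set = DMSO and PEA EC100 | replicates = n 1 | signal = Fluo-8 fluorescence, 5 s baseline then 140 s kinetic read | measure = percent activation vs PEA EC100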
CHO parental Ca = ATP-evoked calcium signal inhibitors, parental CHO, primary screen, counter-screen for OX1R antagonist project, cell-based, fluorescence, Fluo-8 calcium dye; parental CHO-K1, ATP-induced calcium, Fluo-8 fluorescence; inhibition, % at 5.6 µM; actives 0.63% (n = 330,000); AID 463079, 2010;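 active = inhibition above that plate's mean sample inhibition plus 3 SD, cut at about 26% in these data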;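 note: 0% = ATP-challenged DMSO wells and 100% = DMSO wells without ATP; some compounds past the cut are filed as inactive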
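Test system: parental CHO cells; detection: calcium-sensitive Fluo-8 fluorescence; evaluation: percent inhibition of calcium signal; also added: ATP as calcium-mobilizing challenge; repeats: one well per compound; control set: ATP-challenged DMSO wells low, unchallenged DMSO wells high; compound: single nominal dose of 5.6 µM per compound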
M1 antag = human M1 muscarinic receptor antagonists, primary screen, CHO-K1 cells, Fluo-8 calcium fluorescence, 1536-well; inhibition, % at 3 µM; CHO-K1 hM1, ACh EC80 antagonist; actives 1.3% (n = 360,000); AID 588852, 2011; Muscarinic acetylcholine receptor M1 (Homo sapiens), P11229;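 active = percent inhibition above its own plate's cutoff, namely the mean of that plate's compound wells plus 3 SD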;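 note: peak over basal fluorescence ratio during 140 s after agonist addition; 0% = ACh EC80 plus DMSO and 100% = DMSO alone without agonist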
TAAR1 antag = human TAAR1 antagonists, primary screen, Fluo-8 calcium fluorescence, CHO RD-HGA16 cells. Trace amine-associated receptor 1 (Homo sapiens), Q96RJ0. antagonist. inhibition, % at 3 µM. actives 1.5% (n = 360,000);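 active = inhibition above a per-plate cutoff, the mean inhibition of test compounds on that plate plus 3 SD, cut at about 49% in these data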;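 note: 0% = DMSO plus EC80 beta-PEA response and 100% = DMSO alone without agonist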
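Test system – hTAAR1-expressing CHO RD-HGA16 cells, Gα16-coupled · Also added – β-PEA at EC80 concentration, post-compound challenge · Compound – 3 µM, single point · Incubation – dye loading 75 min at 37 °C, then 30 min room temperature · Measured by – Fluo-8 intracellular calcium dye fluorescence, real-time kinetic reads · Benchmarks – vehicle and agonist controls · Replicates – singlicate, one well per test compound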
M1 ag = human M1 muscarinic receptor agonists, primary screen, Fluo-8 calcium fluorescence, CHO-K1 cells, HTS. actives 0.33% (n = 360,000). CHO-K1 hM1, agonist mode; 0% DMSO, 100% acetylcholine EC100. Muscarinic acetylcholine receptor M1 (Homo sapiens), P11229. activation, % at 3 µM. AID 588814, 2011;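 active = activation above the run's mean compound activation plus 3 SD, cut at about 16% in these data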;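 note: peak over basal fluorescence ratio within a 140 s kinetic read after compound addition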
OXTR ag = human OXTR agonists, primary screen, fluorescence, CHO-OTR cells, Fluo-8 calcium; Oxytocin receptor (Homo sapiens), P30559; Fluo-8 calcium fluorescence; normalized: DMSO 0%, oxytocin 100%; activation, % at 3 µM; actives 0.32% (n = 320,000); AID 2435, 2010;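 active = activation above the mean of all tested compounds plus 3 SD, cutoff set per screening run, cut at about 20% in these data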;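 note: peak over basal fluorescence ratio from a 100 s FLIPR kinetic read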
Target sequence (P30559 whole entry, looked up): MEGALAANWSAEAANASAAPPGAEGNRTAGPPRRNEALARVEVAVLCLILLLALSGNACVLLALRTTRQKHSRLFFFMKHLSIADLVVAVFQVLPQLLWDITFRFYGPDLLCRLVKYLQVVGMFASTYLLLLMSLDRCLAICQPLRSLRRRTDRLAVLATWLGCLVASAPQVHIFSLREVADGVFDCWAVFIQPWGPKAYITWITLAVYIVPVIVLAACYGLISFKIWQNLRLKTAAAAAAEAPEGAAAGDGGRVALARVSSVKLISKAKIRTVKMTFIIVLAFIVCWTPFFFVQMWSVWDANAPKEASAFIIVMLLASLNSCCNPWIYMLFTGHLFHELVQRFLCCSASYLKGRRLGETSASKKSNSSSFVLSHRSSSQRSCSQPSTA
OXTR potentiator = human OXTR potentiators, primary screen, fluorescence, CHO-OTR cells, Fluo-8 calcium; activation, % at 3 µM; Fluo-8 calcium fluorescence, potentiator mode; 0% = oxytocin EC15, 100% = EC100; Oxytocin receptor (Homo sapiens), P30559; actives 0.061% (n = 320,000);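 active = activation above that plate's cutoff, the mean activation of tested compounds plus 3 SD, cut at about 6.6% in these data, passing the limit was not always enough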;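 note: 100% uses oxytocin at 75 nM as the full agonist control; some results filed as inactive read as strong as hits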
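Assay system: CHO cell line stably expressing human OTR | Also added: Oxytocin at about EC15, sub-maximal agonist stimulus | Times: Compound 6 min at room temperature before oxytocin, 100 s read | Measured by: Fluo-8 intracellular calcium fluorescence, ex 470-495, em 515-575 nm | Controls: EC15 oxytocin alone as 0%, 75 nM oxytocin as 100%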
An asterisk follows results filed as active; nt = not tested or not shown.

Molecule,V1aR counter,M1 PAM,TAAR1 agonist,CHO parental Ca,M1 antag,TAAR1 antag,M1 ag,OXTR ag,OXTR potentiator
CC12CCC(=O)N1C(C(=O)OCC(=O)Nc1cccc(Br)c1)CS2 (stereo not drawn),4.0,6,4,-7,-7,1,-4,6.6,-10
CC(C)NS(=O)(=O)c1ccc(N2C(=O)c3ccccc3C2=O)cc1,4.5,0,4,-11,0,7,-3,8.2,-10
CN1OC[C@@H]2CN[C@H](c3cccc(N4CCOCC4)c3)C[C@@H]21,nt,3,3,nt,-4,-23,-3,nt,nt
COc1ccc(-n2cnc3sc(-c4ccccc4)cc3c2=O)cc1,-0.4,3,3,-12,-14,6,-2,0.3,5
CC(C)CN(CC(C)C)C(=O)c1cc2c(=O)n3ccccc3nc2s1,-0.2,5,1,-29,-10,0,-2,-1.3,-22
OC(CSc1ccccc1)CN1CCN(c2ccc(Cl)cc2)CC1 (stereo not drawn),nt,0,3,nt,-12,-21,15,nt,nt
NC(=O)c1ccc(/C(N)=N/S(=O)(=O)c2cc(C(F)(F)F)cc(C(F)(F)F)c2)cc1,-2.1,5,1,2,1,-32,-2,-0.6,1
COc1ccccc1/C=C1\SC(=O)N(CCC(=O)N2CCCCC2CCO)C1=O (stereo not drawn),4.2,0,10,-32,-7,1,-1,0.7,-7
O=C(Nc1ccccn1)c1cccnc1,-0.3,9,7,13,-10,2,-3,1.1,-15
O=C(O)c1cccc(S(=O)(=O)Nc2ccc(-c3ccccc3)cc2)c1,-0.1,2,-1,-1,-11,-7,-5,-0.2,-7
CCOc1ccccc1NC(=S)N1C2CCC1CC(NC(=O)NC13CC4CC(CC(C4)C1)C3)C2 (stereo not drawn),-0.1,-1,-3,-25,-21,-9,-7,-1.8,1
CC(C)C(NC(=O)c1ccccc1)C(=O)NCc1ccccn1 (stereo not drawn),0.5,4,15,-11,-3,-7,-7,1.1,-8
CCOC(=O)C(=O)N(C)c1c(CC)nc2c(OCc3ccc(Cl)cc3)cccn12,nt,10,-3,nt,-21,-3,-8,nt,nt
COc1cccc(NC(=O)Nc2ccc(Br)cn2)c1,-0.4,-1,3,-13,-1,-14,-3,-0.8,3
COc1ccc(CNCc2ccc(C(F)(F)F)cc2)cc1OC,0.9,7,1,-12,-15,-7,-8,5.1,8
COc1ccc(-c2cnnc(N/N=C/C(C)=C/c3ccccc3)n2)cc1,-1.1,nt,nt,-7,nt,nt,nt,-1.1,-3
O=C(CSc1nc2c(sc3ccccc32)c(=O)n1CCCN1CCOCC1)NC1CCCC1,-0.9,-3,11,-12,5,4,-7,-1.3,4
Cc1ccc2c(c1)N(CCCC(=O)NCCC1=CCCCC1)C(=O)CO2,-1.1,1,7,-21,0,0,-8,-1.3,-4
CC1CC(CC(C)C(=O)Nc2nncs2)C(=O)O1 (stereo not drawn),0.9,3,1,-12,-4,11,-2,1.2,-4
C/C(=N\N=C(/N)SC1CC(=O)N(c2ccccc2)C1=O)c1cccs1 (stereo not drawn),8.3,7,7,1,1,-21,-2,9.4,-12
Cc1ccccc1OCC(=O)NNC(=O)c1cc(S(=O)(=O)N2CCOCC2)ccc1N1CCCC1,-0.8,10,0,-12,-12,-7,-6,-0.5,-12
C(#Cc1ccc(C#CCN2CCCC2)cc1)CN1CCCC1,nt,-4,-1,nt,-16,6,-5,nt,nt
CC1(C(=O)NS(=O)(=O)c2ccccc2)CCN1C(=O)C1(c2ccccc2)CCCC1 (stereo not drawn),nt,12,-1,nt,-10,-4,-2,nt,nt
O=C(NN1C(=O)c2cc(Br)ccc2NC1c1ccccc1Cl)c1ccncc1 (stereo not drawn),-1.1,-5,-1,2,3,-22,-9,-2.1,-3
COc1ccc(-n2c(Cc3cccn3C)nnc2SCC(=O)N2CCC(C)CC2)cc1,0.8,8,0,-14,-14,-22,-7,0.8,3
CCOC(=O)C1CCCN(C(=O)c2ccc(S(=O)(=O)N3CCCC3)cc2)C1 (stereo not drawn),2.0,-16,2,0,39*,-17,-3,-0.8,-6
CC1CCN(C(=O)CSc2nnc(CNC(=O)COc3ccc(Cl)cc3)o2)CC1,0.3,5,10,-11,-9,-5,-7,-1.2,-7
COc1cccc(NC(=O)CCC2CCN(C(=O)c3scnc3C)CC2)c1,0.2,7,1,-12,-2,-1,-1,0.2,-5
CCOC(=O)C1CCCN(C(=O)c2ccc3c(c2)N(C)C(=O)/C(=C/c2ccccc2Cl)S3)C1 (stereo not drawn),2.6,4,0,-17,0,23,-2,1.3,-13
Cc1nccn1S(=O)(=O)c1cc([N+](=O)[O-])ccc1Cl,0.4,3,4,2,-7,-11,-2,-0.1,-6
O=C(Nc1ccc(F)cc1F)NC1CC(=O)N(Cc2ccccc2)C1 (stereo not drawn),0.8,11,6,-10,-7,-8,-1,0.3,0
COC(=O)C1=C(C)NC(C)=C(C(=O)OC)C1c1ccc2ccccc2n1,-0.3,7,8,-18,-6,3,-2,-1.0,-12
CCc1ccc(-n2c(C)cc(/C=N/NC(=O)OC)c2C)cc1,-1.0,5,-1,-16,-7,-13,-8,-2.2,-9
Cc1cc(C)c(S(=O)(=O)NC2CC3CCC2C3)c(C)c1 (stereo not drawn),0.1,-4,-1,-23,-7,22,-4,-2.3,-12
Cc1csc(SC(C)C(=O)NCC2CCCCC2)n1 (stereo not drawn),-0.3,1,1,-18,4,9,-6,-1.9,10
CCSc1nc2sc3c(c2c(=O)n1-c1ccc(C)cc1)CCN(C)C3,nt,-18,-2,nt,22,-11,-7,nt,nt

Another view of some results above:
Under each structure: V1aR counter | M1 PAM | TAAR1 agonist | CHO parental Ca | M1 antag | TAAR1 antag | M1 ag | OXTR ag | OXTR potentiator
CC12CCC(=O)N1C(C(=O)OCC(=O)Nc1cccc(Br)c1)CS2 (stereo not drawn)
 : 4.0 | 6 | 4 | -7 | -7 | 1 | -4 | 6.6 | -10
CC(C)NS(=O)(=O)c1ccc(N2C(=O)c3ccccc3C2=O)cc1
 : 4.5 | 0 | 4 | -11 | 0 | 7 | -3 | 8.2 | -10
CN1OC[C@@H]2CN[C@H](c3cccc(N4CCOCC4)c3)C[C@@H]21
 : nt | 3 | 3 | nt | -4 | -23 | -3 | nt | nt
COc1ccc(-n2cnc3sc(-c4ccccc4)cc3c2=O)cc1
 : -0.4 | 3 | 3 | -12 | -14 | 6 | -2 | 0.3 | 5
CC(C)CN(CC(C)C)C(=O)c1cc2c(=O)n3ccccc3nc2s1
 : -0.2 | 5 | 1 | -29 | -10 | 0 | -2 | -1.3 | -22
OC(CSc1ccccc1)CN1CCN(c2ccc(Cl)cc2)CC1 (stereo not drawn)
 : nt | 0 | 3 | nt | -12 | -21 | 15 | nt | nt
NC(=O)c1ccc(/C(N)=N/S(=O)(=O)c2cc(C(F)(F)F)cc(C(F)(F)F)c2)cc1
 : -2.1 | 5 | 1 | 2 | 1 | -32 | -2 | -0.6 | 1
COc1ccccc1/C=C1\SC(=O)N(CCC(=O)N2CCCCC2CCO)C1=O (stereo not drawn)
 : 4.2 | 0 | 10 | -32 | -7 | 1 | -1 | 0.7 | -7

(next part)
Molecule,V1aR counter,M1 PAM,TAAR1 agonist,CHO parental Ca,M1 antag,TAAR1 antag,M1 ag,OXTR ag,OXTR potentiator
COc1ccc(C(C#N)Nc2ccccc2OC)cc1 (stereo not drawn),0.8,6,15,-12,-7,-8,-3,0.3,-2
O=C(OCC1OC2C(Oc3nc(=O)ccn32)C1O)c1ccccc1 (stereo not drawn),0.0,6,7,4,-12,-8,-1,0.4,-11
O=c1[nH]c2cc3c(cc2cc1C(c1nnnn1CC1CCCO1)N1CCCC1)OCO3 (stereo not drawn),1.6,-1,3,-5,7,-2,-3,1.2,-3
CCc1ccccc1NC(=O)CN(C)Cc1c(O)ccc2ccccc12,0.0,-1,9,0,7,-10,0,0.2,-2
CC(C(=O)N1CCN(Cc2ccccc2)CC1)c1ccc([N+](=O)[O-])cc1 (stereo not drawn),3.8,1,5,1,-3,-7,-2,5.3,-12
Cc1ccc(/C=C2/CCc3c([nH]c4ccccc34)C2=O)cc1,-0.8,-5,5,-20,-4,-12,-4,-0.3,-2
CS(=O)(=O)Nc1ccc(S(=O)(=O)NC2CCCCC2)cc1,1.7,-7,11,3,2,6,-4,1.4,-23
CCOc1cc(-c2nnc(NC(=O)C3=COCCO3)o2)cc(OCC)c1OCC,1.4,7,0,-6,-11,-7,-1,0.9,-1
Nc1cccc(NC(=O)CN2CCOCC2)c1,0.5,15,0,-6,-22,-4,-2,-0.1,-14
Cc1ccc(S(=O)(=O)NCc2ccncc2)cc1C(=O)NCC(C)C,1.4,14,0,1,-23,-5,-1,0.8,-1
C=CCOc1cccc(C2c3c(oc4ccccc4c3=O)C(=O)N2c2ccccn2)c1 (stereo not drawn),0.3,4,-2,-11,-7,-4,-1,-0.6,1
CC(C)CC1NC(=O)N(CCCCN2C(=O)c3ccccc3C2=O)C1=O (stereo not drawn),-0.1,7,2,-17,-1,15,-10,-0.6,-2
CCOc1ccc(-c2nc(-c3cccnc3)no2)cc1,-0.2,9,4,17,-8,0,0,0.9,-8
CCOc1ccccc1-n1ccn(CC(=O)Nc2ccc(Br)cc2F)c(=O)c1=O,nt,13,0,nt,-16,-3,-2,nt,nt
COC(=O)C1(C)NC(c2ccccc2C)C2C(=O)N(c3ccc(F)cc3)C(=O)C21 (stereo not drawn),0.0,18,4,-10,-30,-27,1,-1.4,-3
